KB-V1 cytotox: qHTS assay for MDR1-selective chemotherapeutics: Primary screen using the drug-selected MDR subline cells KB-V1; KB-V1 MDR cells viability, CellTiter-Glo, 72 h; Potency, µM (titrated, usually from 46.1 µM), for the others: top-dose activity change, negative = cytotoxicity, hits mostly cytotoxic; 400,000 compounds, 3.4% hits; also: % is scaled to controls: 0 for no effect and ±100 for the full control effect; nearly all actives have a fitted effect of over 60% in size
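Readout: CellTiter-Glo luminescence, 10 min after addition. Cells: KB-V1 MDR subline, 72 h at 37 degrees C with compound. Analysis: corrected, normalized data fitted to concentration-effect curves.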
GLP1R cytotox: qHTS of GLP-1 Receptor Inverse Agonists: Cytotox Screen | Potency, µM (highest dose often 38.3 µM), inactives show top-dose activity change, negative = inhibition, hits mostly inhibitors | HEK293 cAMP-luciferase reporter cells, luminescence, 24 h | AID 624418, 2012 | 410,000 compounds, 0.13% hits;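 also: loss of luciferase light is scored as toxicity; % is scaled to controls: 0 for no effect and ±100 for the full control effect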
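To flag toxic compounds, the library was rerun on cells for 24 hr at 37 deg C and 5% CO2. Viability-linked luminescence was captured 12 min after adding luciferase detection reagent.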
HT1080 IDH1KD tx: qHTS for induction of synthetic lethality in tumor cells producing 2HG: qHTS for the HT-1080-IDH1KD cell line; HT-1080 IDH1 knockdown viability, ATP luminescence, 48 h; Potency, µM (top dose mostly 46.1 µM), without a hit: at the highest dose activity, negative = toxicity, most hits filed as cytotoxic; 360,000 compounds, 2% hits; AID 686971, 2013;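 also: 0% = DMSO wells and -100% = cell-free medium wells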
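CellTiter-Glo luminescence after 48 h compound exposure at 37 degrees C of IDH1-knockdown HT-1080 cells in 5% FBS RPMI. %Activity scaled between DMSO wells and cell-free media wells, with curves fitted and assigned curve classes.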
TDP-43 yeast inh: qHTS of TDP-43 Inhibitors; Potency, µM (series often up to 46.1 µM), for inactives: top-dose growth rescue (activation), most hits filed as activators; 410,000 compounds, 1.8% hits; AID 652104, 2013; TDP-43 expressing yeast growth rescue, BacTiter-Glo, 24 h; also: % of control where 0% means no effect; nearly all actives have a fitted effect of over 50% in size
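In this qHTS, compounds that restore growth of yeast expressing TDP-43 appear as activators. Cells (OD600=0.02, galactose medium, raffinose-pregrown) are incubated with compound 24 hr at 30 deg C and growth is quantified by BacTiter-Glo.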
GLP1R ag: qHTS of GLP-1 Receptor Agonists | Glucagon-like peptide 1 receptor (Homo sapiens), P43220 | HEK293 GLP-1R CRE-luciferase, luminescence, 4-6 h; cells express a hypersensitive GLP-1R form | Potency, µM (top dose mostly 45.6 µM), for inactives: at the top dose activation, actives largely listed as activators | 380,000 compounds, 0.007% hits; also: % of control where 0% means no effect
Target sequence (P43220 whole entry, looked up): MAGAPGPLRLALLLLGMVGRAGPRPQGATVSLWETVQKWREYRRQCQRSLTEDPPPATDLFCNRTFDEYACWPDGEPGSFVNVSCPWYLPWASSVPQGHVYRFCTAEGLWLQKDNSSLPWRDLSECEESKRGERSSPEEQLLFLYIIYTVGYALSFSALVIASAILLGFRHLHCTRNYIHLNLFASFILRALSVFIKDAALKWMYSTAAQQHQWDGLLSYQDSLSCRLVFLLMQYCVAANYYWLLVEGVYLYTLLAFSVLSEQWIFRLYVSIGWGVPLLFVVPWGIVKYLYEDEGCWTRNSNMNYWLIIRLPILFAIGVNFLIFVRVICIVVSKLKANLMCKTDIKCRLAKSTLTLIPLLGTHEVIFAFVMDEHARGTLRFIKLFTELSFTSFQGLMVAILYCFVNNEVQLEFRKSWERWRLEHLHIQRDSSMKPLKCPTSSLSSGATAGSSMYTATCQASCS
HT1080-NT tox: qHTS for induction of synthetic lethality in tumor cells producing 2HG: qHTS for the HT-1080-NT fibrosarcoma cell line; HT-1080-NT fibrosarcoma viability, CellTiter-Glo ATP luminescence, 48 h; Potency, µM (series often up to 46.1 µM), without a hit: at the highest dose activity, negative = less viability, usual class: cytotoxic; 360,000 compounds, 1.6% hits; AID 686970, 2013;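 also: NT is the 2HG producing partner of a matched IDH1 knockdown line; 0% = DMSO-treated cells and -100% = media-only wells without cells; nearly all actives have a fitted effect of over 55% in size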
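750 cells/well, RPMI + 5% FBS; 2 h settle, compound pin-transfer, 48 h at 37 degrees C. CellTiter-Glo 10 min RT, luminescence. Normalized to DMSO and media-only wells.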
SW480 rereplic: A quantitative high throughput screen for small molecules that induce DNA re-replication in SW480 colon adenocarcinoma cells | 340,000 compounds, 1.8% hits | AID 624297, 2012 | SW480 DNA re-replication, Hoechst DNA content imaging, 48 h | Potency, µM (highest dose often 46.1 µM), without a hit: at the top dose re-replication activation, hits mostly activators; also: % of control where 0% means no effect; nearly all actives have a fitted effect of over 55% in size
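SW480 cells exposed to compounds for 48 hr at 37 C, 5% CO2, then Hoechst-stained 40 min. Nuclear DNA content imaged by fluorescence scanning (405 nm excitation, 500-530 nm emission); re-replication scored as increased high-intensity nuclei.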
KB-3-1 tox: qHTS assay for MDR1-selective chemotherapeutics: Primary screen using the parental adenocarcinoma cell KB-3-1 | Potency, µM (titrated, usually from 46.1 µM), inactives show top-dose activity change, negative = cytotoxic, actives largely listed as cytotoxic | AID 1347075, 2019 | 400,000 compounds, 1.4% hits | KB-3-1 viability, CellTiter-Glo ATP luminescence, 72 h; also: % is scaled to controls: 0 for no effect and ±100 for the full control effect; nearly all actives have a fitted effect of over 60% in size
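Parental KB-3-1 viability, qHTS format: 72 h compound exposure, 37 °C; CellTiter-Glo; media-only wells and DMSO plates as controls; concentration-effect fits on corrected data.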
GLP-1R inv ag: qHTS of GLP-1 Receptor Inverse Agonists (Inhibition Mode); Potency, µM (doses to about 38.3 µM), for inactives: at the highest dose activity change, negative = inhibition, most hits filed as inhibitors; HEK293 GLP-1R CRE-luciferase, luminescence, 24 h; GLP-1R form is constitutively active; AID 624417, 2012; 410,000 compounds, 1.6% hits; also: % is scaled to controls: 0 for no effect and ±100 for the full control effect; nearly all actives have a fitted effect of over 55% in size
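Cells are plated, allowed 12 hours at 37 deg C, then treated with compounds for 24 hr before luciferase detection reagent is added and luminescence is read after 12 min at room temperature. The HEK293 line carries constitutively active GLP-1R with a cAMP-responsive reporter.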
* hit, by the source's call; ? = inconclusive; nt = not tested or not shown; [ ] = dose if it differs, or a comment. Calls follow the shape of the dose curve; as a rule, active = well fitted curve in the direction sought with a large enough effect; inconclusive = small, poorly fitted or top-dose-only effect, or another doubt; inactive = no such curve, though single readings can be large; an effect the other way counts as inactive or inconclusive. Potency is read from the fitted curve at half-maximal effect.

molecule,KB-V1 cytotox,GLP1R cytotox,HT1080 IDH1KD tx,TDP-43 yeast inh,GLP1R ag,HT1080-NT tox,SW480 rereplic,KB-3-1 tox,GLP-1R inv ag
Cc1nn(-c2nc3ccccc3[nH]2)c(N)c1-c1ccc(Cl)cc1,18µM*,?,-25%,0%,-2%,-11%,?,?,?
COc1ccc(C(=O)CN2C(=O)NC3(CCCc4ccccc43)C2=O)cc1 (centres undefined),-18%,10%,-2%,-4%,1%,-3%,78%,-4%,?
COc1ccccc1Nc1nc(-c2sc(NC(=O)C(C)(C)C)nc2C)cs1,10%,3%,-1%,19%,-3%,-1%,17%[9.22 µM],8.2µM*,-23%
O=c1[nH]c(=O)n(Cc2ccccc2)c2nc(-c3cccs3)n(CCO)c12,-1%,11%,-5%,1%,7%,-9%,0%,21%,47%[activator]
CCCCOC(=O)c1ccc(NC(=O)c2cnc3n(c2=O)CCS3)cc1,?,-1%,-4%,?,-1%,-22%,-4%,-8%,-5%
CCN(CC)C1CCN(C(=O)c2ccc3nc(Cc4ccc(OC)cc4)oc3c2)C1 (centres undefined),-14%,3%,7%,3%,0%,5%,1%,-5%,23%
COc1ccccc1C1CCN(c2cc(O)ccc2[N+](=O)[O-])CC1,?,-48%,?,-59%[inhibitor],6%,?,-36%[inhibitor],-1%,?
Cn1c(CNC(=O)c2ccco2)nnc1SCC(=O)Nc1c(F)cc(F)cc1Br,1%,19%,-2%,3%,0%,5%,-3%,27%,-6%
CN(c1ccccc1)S(=O)(=O)c1ccc(-c2ccccc2)cc1,-15%,-2%,-28%,20%,9%,-3%,7%,-28%,?
Cc1nn2c(C(F)(F)F)cc(-c3ccc(Cl)cc3)nc2c1C(=O)N1CCOCC1,?,56%[activator],1%[9.24 µM],3%,-9%,0%,-5%,6%,4%
COC(=O)[C@@H]1C[C@@]2(O)[C@H](O)[C@H](O)[C@H](O)C[C@H]2N1CC1CC1,14%,12%,1%,-3%,-3%,0%,2%,12%,5%
O=C(CCNC(=O)c1ccco1)Nc1ccc(N2CCOCC2)cc1,9%,5%,10%,-7%[9.22 µM],2%,10%,-7%,18%,-7%
O=C(O)c1ccc(NS(=O)(=O)c2cccc(C(=O)Nc3ccc(Br)cc3)c2)cc1,-2%,1%,11%,9%,-5%,4%,-24%,2%,-9%
O=C1c2ccccc2S(=O)(=O)N1Cc1c(F)cccc1Cl,1%,-11%,1%,-8%,19%,-3%,8%,2%,0%
Cc1occc1C(=O)Nc1ccccc1C(=O)O,2%,-1%,-2%,-17%,-9%,-5%,-4%,5%,7%
COCCN(Cc1cccs1)S(=O)(=O)c1ccc(-c2ccc(=O)[nH]n2)s1,1%,-4%,2%,-2%,4%,16%,-5%,7%,79%[activator]
CC(=O)Nc1nc(Cn2nnc(-c3ccc4c(c3)OCO4)n2)nc(N(C)C)n1,?,-1%,-1%,23%[9.22 µM],8%,-1%,-6%,-3%,6%
Cc1ccc2[nH]c(=O)c(CN(CCCN(C)C)C(=O)Nc3ccc(F)cc3)cc2c1,1%,-2%,1%,-21%,3%,0%,0%,13%,?
CN(C(=O)CSc1ncnc2ccccc12)C1CCS(=O)(=O)C1 (centres undefined),-6%,-3%,-1%,8%,-1%,-11%,-15%,-5%,-19%
c1ccc(CCc2nc(-c3ccncc3)no2)cc1,4%,-1%,-2%,?,6%,3%,2%,3%,2%
Cc1nn(C(C)C(=O)NCC2CCCO2)c(=O)c2c1sc1ccccc12 (centres undefined),-6%,-2%,-3%,-14%,-6%,7%,0%,6%,4%
COC(=O)C1CCN(S(=O)(=O)CCNC(=O)c2ccc3c(c2)OCO3)CC1,9%,-4%,22%,-9%,0%,17%,-46%[inhibitor],3%,3%
CN(Cc1c(F)cccc1Cl)c1ccc(S(=O)(=O)N2CCOCC2)cn1,18µM*,3%,-14%,0%,-11%,2%,-6%,?,0%
CN1OC[C@@H]2CN(C(=O)CCc3ccccc3)[C@H](c3cccc(-c4ccc(C#N)cc4)c3)C[C@@H]21,0%,-1%,-16%,18%,13%,-3%,2%,0%,9%
Cc1ccc(-n2c([S-])c(C(=O)Nc3ccc(OC(F)F)cc3)[n+]3ccc(C(=O)NCCO)cc23)cc1C,?,7%,-2%,0%,2%,-5%,?,9%,?
Cc1nc2ncccn2c1-c1csc(Nc2ccccc2)n1,0%,?,-10%,-8%,14%,0%,-8%,-18%,2%
Nc1c(C(=O)NCc2ccccc2)c2nc3ccccc3nc2n1CCCN1CCOCC1,28%,264%[activator],?,1%,-1%,?,18µM*,-13%,?
CCOc1c2ccc(C(=O)NCc3ccc(C)cc3)cc2nn1CCOC,-19%,11%,-1%,-3%,-3%,4%,-3%,26%,4%
COc1c2c(c3c(c1OC)c(=O)c1ccccc1n3C)OCO2,13µM*,247%[activator],0%,8%,7%,-1%,15%,19%,33%[activator]
COc1cccc(/C=N/NC(=S)Nc2cccc(C(=O)O)c2)c1,-4%,18%,11%,19%,-3%,1%,7%,16%,-9%
C[C@H]1CN([C@@H](C)CO)C(=O)c2cccc(NC(=O)c3ccncc3)c2O[C@H]1CN(C)C(=O)Nc1ccccc1,0%,1%,1%,0%,2%,10%,-13%,9%,8%
Cc1sc(NC(=O)CSc2nnnn2C2CCCCC2)c(C#N)c1C,6%,-21%,-9%,0%,-10%,16%,-7%,-7%,-1%
COc1nc(-c2ccccc2)ccc1-c1noc(C)n1,?,5%,-1%,?,25%,5%,-1%,18%,-1%
Cc1ccc2c(c1)C(=O)OC(C(=O)Nc1ncc(Cc3ccccc3Cl)s1)C2 (centres undefined),-5%,-4%,nt,15%,6%,nt,nt,4%,6%
COc1ccc(CC(=O)N/N=C(\C)CC(=O)Nc2ccc3c(c2)OCCO3)cc1,8%,16%,16%,-22%,8%,-1%,-2%,16%,10%
Cc1ccccc1NC(=O)c1cccc(S(C)(=O)=O)c1,7%,-6%,0%,-6%,10%,8%,-4%,11%,-21%
CCC(C)c1ccccc1NS(=O)(=O)c1cnn(CC)c1 (centres undefined),-4%,-14%,-1%,12%,1%,-3%,1%,-12%,-22%
CC1(C(=O)NS(=O)(=O)c2ccc(Cl)cc2)CCN1C(=O)c1cccc(F)c1 (centres undefined),3%,1%,7%,-1%,-6%,18%,nt,0%,11%
COC(=O)c1ccc(CSc2nc3ccccc3c(=O)n2CC(C)C)o1,-17%,27%,-13%,-1%,7%,-12%,1%,0%,?
CC(C)c1ccc(NC(=O)N2CCCC2C(=O)Nc2ccc(-n3cnnn3)cc2)cc1 (centres undefined),0%,4%,-2%,-5%[9.22 µM],15%,-6%,0%,5%,-10%
COc1ccc(NC(=O)c2sc3nc4c(cc3c2N)CCCCCC4)cc1Cl,-2%,5%,nt,?,nt,nt,nt,?,?
CN(Cc1cccc2cnccc12)C(=O)c1cc(COc2ccc(F)cc2F)on1,?,-1%,-13%,13%,5%,4%,-6%,-17%,?
CCn1c(NC(=O)Nc2ccccc2OC)nc2ccccc21,-8%,-5%,2%,12%,-22%,5%,-4%,0%,-11%
O=C1Nc2ccccc2Nc2ccc([N+](=O)[O-])cc21,22%,-2%,-1%,-10%,13%,3%,?,22%,8%
Cc1c(Cl)cccc1NC(=O)CSc1ncnc2c1sc1ccccc12,-1%,-7%,nt,13%,nt,nt,nt,7%,6%
CN1CCN(c2ccc([N+](=O)[O-])cc2C(=O)c2ccccc2)CC1,?,-39%,-13%,9%,-2%,-3%,?,?,-30%
Cc1cc(NC(=O)CSC2=NCCS2)no1,0%,-15%,11%,5%,-1%,17%,-7%,0%,-34%
CCCC(=O)Nc1ccc(C(=O)NNC(=O)c2ccco2)cc1,?,-1%,-4%,1%,1%,7%,-3%,-3%,7%
Nc1nonc1C(=O)OCC(=O)c1ccc(Cl)cc1,?,-4%,20%,21%,-1%,27%,-5%,8%,5%
COc1ccccc1CNC(=O)Cc1cc(=O)[nH]c(=O)[nH]1,0%,18%,-3%,17%,-6%,17%,-11%,0%,14%
CCCCOC(=O)n1ccc(C(=O)Nc2ccccc2OC)n1,-1%,12%,1%,12%,0%,9%,4%,0%,47%[activator]
COc1cccc(C2(C)NC(=O)N(CC(=O)c3cc(C)n(C4CC4)c3C)C2=O)c1 (centres undefined),16µM*,-8%,-5%,-31%[inhibitor],7%,-2%,-4%,4%,-4%
CC(NC(=O)CCCc1nnc2n(C)c(=O)c3sccc3n12)c1ccccc1 (centres undefined),-2%,0%,9%,5%,0%,-6%,-12%,1%,4%
COc1ccccc1C(=O)N1CCN(Cc2cccnc2)CC1,0%,-2%,21%,-11%,0%,11%,0%,-2%,2%
CCN(CC)S(=O)(=O)c1cc(NC(=O)Cc2ccsc2)ccc1C,?,-11%,-25%,6%,5%,-14%,-70%[inhibitor],-22%,?

Complete entries from above. Values in the order: KB-V1 cytotox | GLP1R cytotox | HT1080 IDH1KD tx | TDP-43 yeast inh | GLP1R ag | HT1080-NT tox | SW480 rereplic | KB-3-1 tox | GLP-1R inv ag
O=C1c2ccccc2S(=O)(=O)N1Cc1c(F)cccc1Cl is listed as 1% | -11% | 1% | -8% | 19% | -3% | 8% | 2% | 0%
COC(=O)C1CCN(S(=O)(=O)CCNC(=O)c2ccc3c(c2)OCO3)CC1 is listed as 9% | -4% | 22% | -9% | 0% | 17% | -46%[inhibitor] | 3% | 3%

High-throughput results (PubChem BioAssay)
